CXCR6 block: inhibitors of human CXCR6 receptor. O00574. CHO-K1 PathHunter CXCR6 beta-arrestin, luminescence. inhibition, % at 20 µM. hit rate 0.36% among 360,000; in the data active means inhibition above about 34%, passing the limit was not always enough;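 further: antagonist mode with CXCL16 agonist at 10 nM final; 0% = 10 nM CXCL16 with DMSO and 100% = unstimulated wells without agonist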
Target sequence (O00574 whole entry, looked up): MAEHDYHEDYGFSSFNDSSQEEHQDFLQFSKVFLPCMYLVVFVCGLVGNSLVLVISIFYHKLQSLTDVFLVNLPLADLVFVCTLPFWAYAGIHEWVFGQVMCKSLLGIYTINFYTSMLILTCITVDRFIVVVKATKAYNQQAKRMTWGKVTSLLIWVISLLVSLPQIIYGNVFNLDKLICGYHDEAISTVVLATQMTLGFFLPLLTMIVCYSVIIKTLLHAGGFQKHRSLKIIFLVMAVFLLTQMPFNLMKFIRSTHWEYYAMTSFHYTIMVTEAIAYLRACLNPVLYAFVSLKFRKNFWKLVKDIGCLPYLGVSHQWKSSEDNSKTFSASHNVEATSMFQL
Mdm2 MdmX PPI: inhibitors of human Mdm2/MdmX interaction; inhibition, % at 8 µM; AID 485346; SaOS-2 split-luciferase Mdm2/MdmX complementation, luminescence; hit rate 3% among 330,000;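 active means inhibition of at least 50% at 8 µM in the primary screen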
EBI2 antag: antagonists of human EBI2 receptor | EBI2 beta-arrestin recruitment, luminescence, 7a,25-OHC stimulated | inhibition, % at 5 µM | hit rate 0.81% among 360,000 | AID 651636; in the data active means inhibition above about 38%;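 further: enzyme fragment complementation signal reports receptor beta-arrestin coupling in cells; 0% = agonist plus DMSO wells and 100% = wells without agonist; some results beyond the cut were filed as inactive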
Target sequence (P32249 whole entry, looked up, the tested form may be a part): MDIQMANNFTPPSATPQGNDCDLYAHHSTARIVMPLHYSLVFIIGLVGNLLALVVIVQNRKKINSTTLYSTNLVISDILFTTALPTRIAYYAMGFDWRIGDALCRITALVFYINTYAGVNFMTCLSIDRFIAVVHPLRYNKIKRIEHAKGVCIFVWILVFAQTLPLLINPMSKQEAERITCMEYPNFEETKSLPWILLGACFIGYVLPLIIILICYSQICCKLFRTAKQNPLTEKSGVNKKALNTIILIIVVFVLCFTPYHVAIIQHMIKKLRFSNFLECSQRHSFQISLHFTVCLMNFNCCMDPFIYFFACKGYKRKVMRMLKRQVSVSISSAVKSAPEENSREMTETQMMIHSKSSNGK
APJ ag: activates the human apelin receptor APJ | hit rate 0.11% among 330,000 | CHO-K1 APJ PathHunter beta-arrestin, luminescence; 0% DMSO wells, 100% apelin | activation, % at 20 µM | P35414;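 active means activation more than six SD over the plate average, tested at 20 µM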;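 further: 0% = DMSO alone and 100% = apelin-13 at 10 nM; some results filed as inactive read as strong as hits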
Target sequence (P35414 whole entry, looked up): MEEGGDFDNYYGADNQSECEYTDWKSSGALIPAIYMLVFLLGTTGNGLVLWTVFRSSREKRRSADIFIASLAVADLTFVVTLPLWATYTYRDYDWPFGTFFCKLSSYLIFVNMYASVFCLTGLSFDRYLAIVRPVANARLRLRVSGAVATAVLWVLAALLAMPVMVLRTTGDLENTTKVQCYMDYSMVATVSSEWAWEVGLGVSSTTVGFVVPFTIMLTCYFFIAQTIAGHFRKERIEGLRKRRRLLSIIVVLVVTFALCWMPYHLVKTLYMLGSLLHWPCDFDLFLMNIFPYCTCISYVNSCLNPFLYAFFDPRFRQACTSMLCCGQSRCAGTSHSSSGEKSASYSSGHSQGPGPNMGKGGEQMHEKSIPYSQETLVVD
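Test system: CHO-K1 APJ beta-arrestin complementation cell line | Compound: Single test compound dose, 20 µM final, 1% DMSO | Incubation: Compound 90 min 25 °C, reagent 1 h | Measured by: beta-gal luminescence | Read-out basis: APJ–arrestin association signal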
APJ antagonist: APJ receptor antagonism; hit rate 0.32% among 330,000; inhibition, % at 20 µM; AID 2521; CHO-K1 APJ beta-arrestin complementation, luminescence; P35414;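 active means inhibition above about 40% at 20 µM, limit read from the data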;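 further: cells challenged with 10 nM apelin-13 agonist together with compound; plate controls were apelin-13 plus DMSO wells for no effect and DMSO wells lacking apelin-13 for full effect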
tim23-1 inh: inhibits growth of tim23-1 mutant yeast | S. cerevisiae tim23-1 growth, BacTiter-Glo luminescence, 24 h | inhibition, % at 20 µM | hit rate 1.3% among 330,000;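 active means growth inhibition of the mutant yeast at or above 50%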;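 further: temperature-sensitive mutant grown at 25 °C; plate controls were DMSO-treated mutant yeast for no effect and medium wells lacking yeast for full effect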
CCR6 antagonist: CCR6 (human) receptor antagonism; CHO-K1 CCR6 PathHunter beta-arrestin, luminescence, CCL20-stimulated; inhibition, % at 20 µM; hit rate 0.49% among 340,000; AID 493098;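 active means compounds whose inhibition of the agonist-driven luminescence signal at 20 µM reaches about 50%, limit read from the data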;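 further: cells stimulated with CCL20 at 14 nM final; plate controls were DMSO with CCL20 for no effect and DMSO without agonist for full effect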
UPR CHOP act: activators of apoptotic arm of unfolded protein response (CHOP); hit rate 0.34% among 330,000; activation, % at 10 µM; CHO-CHOP luciferase reporter, UPR activation, luminescence; percent of tunicamycin response over DMSO baseline;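 active means at 10 µM dose, activation of 40% or more, normalized to positive control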;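 further: 100% = tunicamycin at 10 µg/mL and 0% = DMSO alone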
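Assay system: CHO-CHOP cells, stable luciferase reporter of PERK-eIF2a-CHOP signalling / Buffer or medium: F12 plus 10% serum / Compound dosing: one dose, 10 µM in 0.5% DMSO / Times: 6 h compound treatment, 37 °C / Technique: luciferase luminescence / Read-out: % reporter activation, DMSO baseline versus tunicamycin full activation / Benchmarks: tunicamycin and DMSO controls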
XBP1 UPR activ: activators of adaptive arm of unfolded protein response (XBP1); CHO-XBP1 luciferase reporter, IRE1-XBP1 UPR activation, luminescence; percent of tunicamycin response, DMSO as zero; activation, % at 20 µM; hit rate 0.33% among 330,000; AID 463104;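 active means versus positive control, 20 µM dose yields 30% or more activation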;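 further: 100% = tunicamycin at 10 µg/mL and 0% = DMSO only wells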
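Material: IRE1-XBP1 luciferase reporter CHO line / Quantity: one thousand reporter cells per well / Buffer or medium: F12 with 10% serum / Compound: 20 µM single concentration, DMSO 1% / Times: 6 h treatment, 37 °C / Detection: Steady-Glo luciferase glow luminescence, 10 min after reagent addition / Benchmarks: tunicamycin high, DMSO low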
* marks the source's active call; other numbers are inactive results; / = no result given.

SMILES | CXCR6 block | Mdm2 MdmX PPI | EBI2 antag | APJ ag | APJ antagonist | tim23-1 inh | CCR6 antagonist | UPR CHOP act | XBP1 UPR activ
CCCn1c(SCC(=O)c2ccc(CC)cc2)n[nH]c1=O | -1 | 13 | 1 | -1 | 12 | 25 | -1 | -4.1 | 1
O=C(Cn1c2ccc(F)cc2c2nc3n(c(=O)c21)CCS3)N1CCCC1 | -3 | 29 | 5 | -4 | -4 | 17 | 24 | -0.4 | -1
Cc1nonc1CN(C)C(=O)c1ccc(OC2CCN(Cc3ccccn3)CC2)cc1 | 2 | 15 | 7 | -2 | -6 | 1 | 4 | 1.3 | -3
CCOc1cc(CN2CCN(c3ccc(C(C)=O)cc3)CC2)ccc1OC | -3 | 5 | 8 | -4 | 19 | -17 | -1 | 0.2 | 0
O=C(O)CCC(=O)Nc1cccc(-c2nc3ccccc3o2)c1 | 3 | 5 | -8 | -4 | 2 | 3 | 8 | 1.0 | -3
COc1cccc(/C=N/N2C(=O)NC3(CCCCC3)C2=O)c1O | 0 | 26 | -5 | 0 | 6 | 19 | 20 | 5.5 | 1
CCn1c(C)[n+](CCCS(=O)(=O)[O-])c2cc(Cl)c(Cl)cc21 | -3 | -1 | -1 | 0 | -9 | 13 | 3 | 0.6 | 0
Cc1ccc(C)c(N(C)C(=O)c2ccc3c(=O)n4c(nc3c2)CCCCC4)c1 | -2 | 2 | 1 | -1 | 2 | 33 | 14 | -1.1 | 0
COC1=NS(=O)(=O)c2ccccc21 | -1 | 14 | -11 | -1 | -2 | 10 | 4 | 1.9 | 1
CCc1cc2cc(C)cc(C)c2nc1SCC(=O)Nc1cc(C)on1 | 6 | 2 | 3 | 0 | 8 | 20 | 9 | -0.7 | -4
O=C(Nc1ncc([N+](=O)[O-])s1)c1ccc2c(c1)OCO2 | 21 | 75* | 4 | -4 | 30 | 57* | 19 | -7.2 | -14
CCCN(CCC)C(=O)Nc1ccc(F)cc1F | 7 | 23 | -5 | -1 | -3 | 0 | 5 | 2.5 | 2
COC(=O)c1oc2ccc(Cl)cc2c1NC(C)=O | 1 | 19 | -7 | 4 | 7 | 14 | 13 | 0.6 | 2
Cc1cc(Cl)ccc1OCc1nc(-c2ccncc2)no1 | / | -162 | / | -2 | -5 | -1 | 9 | 3.8 | 1
COc1ccc(C(=O)N/C(=C\c2cc(OC)c(OC)cc2[N+](=O)[O-])C(=O)NCC(=O)O)cc1 | -7 | 46 | -4 | -2 | 13 | -8 | -9 | -2.2 | -2
CCOc1ccc(-c2c(C)n([O-])c3c([n+]2=O)CCCCC3)cc1 | 2 | -23 | -3 | -1 | -16 | 11 | -6 | -0.6 | 1
Cc1cc(-n2c(SCC(=O)Nc3ccc(Br)cc3)nc3n[nH]c(C)c3c2=N)ccc1Cl | 2 | 86* | 30 | 0 | 7 | 0 | 1 | 4.9 | 36*
O=C(NC1=NCCS1)c1ccncc1 | 9 | -4 | -1 | 1 | 15 | -3 | -9 | -0.6 | -4
COc1ccc(C(=O)CN2C(=O)c3ccccc3C2=O)c(OC)c1 | -2 | 18 | 1 | 10 | 2 | 29 | -6 | 0.9 | -4
Cc1cccc(NC(=O)CSCC(=O)Nc2ccccc2N2CCCCC2)c1 | -1 | 14 | 14 | -2 | 16 | 25 | 11 | 0.2 | -4
Cc1c(-n2c(=S)[nH]c3ccccc3c2=O)c(=O)n(-c2ccccc2)n1C | 0 | -21 | -3 | -1 | 18 | 0 | 12 | -1.8 | -1
Brc1ccc(OCCCCN2CCCCC2)cc1 | -3 | 17 | -6 | -3 | -19 | 14 | 5 | 1.2 | -1
O=C(CSc1nnc(-c2cccs2)n1-c1ccccc1)c1ccc2c(c1)OCCO2 | 4 | 46 | 3 | -3 | 18 | -16 | 7 | 15 | 61*
COc1cccc(NC(=O)C2CC(=O)N/C(=N/NC(=O)c3ccc(C)cc3)S2)c1 (stereo not given) | -8 | 13 | -9 | -2 | 14 | -20 | -7 | 1.0 | 0
CC1=C(C(=O)Nc2cc(C(=O)N(C)Cc3ccccc3)ccc2C)SCCO1 | 5 | -7 | 6 | -5 | 17 | 12 | 17 | 0.9 | -4

Quoted at random: two records from the list.
SMILES | CXCR6 block | Mdm2 MdmX PPI | EBI2 antag | APJ ag | APJ antagonist | tim23-1 inh | CCR6 antagonist | UPR CHOP act | XBP1 UPR activ
O=C(NC1=NCCS1)c1ccncc1 | 9 | -4 | -1 | 1 | 15 | -3 | -9 | -0.6 | -4
CC1=C(C(=O)Nc2cc(C(=O)N(C)Cc3ccccc3)ccc2C)SCCO1 | 5 | -7 | 6 | -5 | 17 | 12 | 17 | 0.9 | -4

Next compounds follow.
SMILES | CXCR6 block | Mdm2 MdmX PPI | EBI2 antag | APJ ag | APJ antagonist | tim23-1 inh | CCR6 antagonist | UPR CHOP act | XBP1 UPR activ
Cc1cc(C)n(CC(=O)N2CCCC(N3CCN(c4ccccc4C)CC3)C2)n1 (stereo not given) | -11 | 17 | -10 | -5 | 9 | -7 | 14 | -0.7 | -5
CCCCNC(=O)CN(Cc1ccco1)S(=O)(=O)c1ccc(C(C)=O)cc1 | -6 | -11 | -3 | -3 | 2 | 20 | 10 | 2.5 | -1
COc1cc(OC)c(S(=O)(=O)Nc2ccccc2NC(=O)CN2CCOCC2)cc1NC(C)=O | -6 | -6 | 2 | -3 | 10 | -5 | 4 | 1.6 | 1
O=C(COC(=O)/C=C/c1ccc2ccccc2n1)NNC(=O)c1ccc([N+](=O)[O-])cc1 | 11 | -6 | 2 | 1 | -3 | 19 | -7 | 2.5 | 0
Cc1c(OC(C)C(=O)NCc2ccccn2)ccc2c3c(c(=O)oc12)CCC3 (stereo not given) | 5 | 12 | 12 | 0 | 10 | 28 | 12 | 1.3 | -3
O=C(CS(=O)(=O)Cc1ccccc1)NCCc1ccc(F)cc1 | -5 | 11 | -1 | 4 | -7 | 13 | 5 | 1.6 | -2
COc1ccc(Cc2nnc(SCC(=O)NC3(C#N)CCCCC3)n2N)cc1 | -21 | 2 | 2 | -3 | 2 | 3 | 9 | 2.7 | -1
COc1ccc(N2C(=O)CC(S/C(N)=N/N=C(\C)c3cccs3)C2=O)cc1 (stereo not given) | 3 | 16 | 4 | -2 | 17 | 5 | -6 | -1.7 | 2
C/C(=C\C=C(C#N)C#N)c1cc(C#N)c(N)o1 | 34 | 9 | 6 | -2 | 14 | 17 | 46 | -0.6 | 0
Cc1ccc(N2CC(=O)N(c3ccc(C)cc3)CC2=O)cc1 | -6 | 20 | -9 | 3 | 16 | 0 | -3 | 1.4 | 0
CCCCNC(=O)c1nn(-c2ccccc2OC)c(=O)c2ccccc12 | 2 | 35 | -6 | 2 | 9 | 14 | 3 | -2.1 | -4
CCC(CC)C(=O)Nc1ccc(S(=O)(=O)Nc2nccs2)cc1 | 3 | -13 | -14 | -1 | -8 | 1 | 9 | 3.6 | -1
Cc1cccc(C(=O)OC2CCN(C)CC2)c1 | -16 | 22 | -13 | -6 | -1 | 18 | 1 | -0.7 | 1
S=c1[nH]nc(-c2cccs2)n1/N=C/c1cccs1 | 0 | 16 | -14 | 0 | -10 | 27 | -7 | -0.3 | -2
CC1CCCCN1CCNC(=O)c1cc2c(=O)n(C)c3ccccc3c2n1C (stereo not given) | 2 | 14 | -3 | -4 | -32 | 3 | 15 | 1.8 | -2
CCCCOc1cccc(C(=O)NNC(=S)NC2CCCCC2)c1 | 7 | 8 | 3 | -3 | 13 | 17 | 29 | -1.7 | 1
Cc1cc(-c2ccc(C)c(S(=O)(=O)NCc3ccc(Br)cc3)c2)on1 | -6 | 64* | 3 | -1 | 15 | 46 | 22 | 1.3 | -4
COc1ccc(Cc2nnc(NC(=O)c3ccccc3C)s2)cc1 | -1 | -3 | 10 | -3 | 11 | 23 | -1 | -0.3 | -3
Cn1c(C(O)c2ccccc2F)nc(Cl)c1Cl (stereo not given) | -4 | -7 | 5 | 0 | -2 | 15 | -12 | 1.3 | 0
COc1ccc(OC)c(S(=O)(=O)N2CCN(C(=O)NC3CCCCC3)CC2)c1 | 2 | 0 | 1 | -2 | -5 | 15 | 1 | -1.9 | -1
Cc1cnc([N+](=O)[O-])n1CCOC(=O)NC(=O)c1c(F)cccc1F | -6 | -8 | -10 | -2 | -16 | 6 | -2 | 2.0 | -4
Cc1ccc(NC2CCCN(C(=O)c3cccc(-c4ncc[nH]4)c3)C2)cc1C (stereo not given) | -7 | 6 | 1 | -2 | 17 | 17 | -7 | -2.3 | -3
COCCn1c(C)cc(C(=O)COC(=O)CNC(=O)c2ccco2)c1C | -3 | 3 | -20 | 0 | 8 | -6 | -10 | 0.7 | 2
Oc1c(Br)cc(/C=N/NC(=S)NCC2CCCO2)cc1Br (stereo not given) | 11 | 6 | -12 | 0 | 13 | -3 | 1 | 0.7 | 0
CS(=O)(=O)c1ccc2nc(NC(=O)c3ccc(Cl)nc3)sc2c1 | 2 | 20 | -10 | -3 | -5 | -4 | 6 | 0.1 | -5
SMILES | CXCR6 block | Mdm2 MdmX PPI | EBI2 antag | APJ ag | APJ antagonist | tim23-1 inh | CCR6 antagonist | UPR CHOP act | XBP1 UPR activ
COc1ccc([N+](=O)[O-])cc1NC(=O)COC(=O)c1ccc(O)cc1 | -2 | 6 | -6 | -1 | 17 | -12 | 4 | -0.7 | -3
Cc1ccccc1CN1[C@@H]2c3ccccc3C[C@@H]2OCCS1(=O)=O | 3 | 23 | 1 | -5 | 10 | 26 | 19 | -1.9 | 0
CCN1CCCC1CNCC(=O)Nc1ccc(OC(F)(F)F)cc1 (stereo not given) | -2 | -19 | -4 | 4 | -13 | 8 | -4 | 0.7 | -3
CCO[C@@H]1OC(C(=O)N2CCN(Cc3ccccc3)CC2)=C[C@H](C2CC2)[C@H]1CCCO | -6 | -28 | 2 | -3 | 4 | 15 | 9 | -2.1 | -1
Cc1c(Cl)cccc1NC(=S)NC(=O)c1cncc(Br)c1 | 42* | -5 | 6 | -3 | 16 | 43 | 33 | -1.1 | 0
OC1COC(OCC2OC(OCc3ccccc3)C(O)C(O)C2O)C(O)C1O (stereo not given) | 0 | 9 | 1 | -2 | 10 | -10 | -2 | 0.7 | 1
COc1ccc(S(=O)(=O)N2CC3C4C=CC(C4)C3C2)cc1 (stereo not given) | 0 | 21 | -6 | -4 | -17 | 36 | 17 | -0.4 | 0
N#Cc1c(-c2ccc(F)cc2)cc(-c2cccnc2)nc1N | 0 | 13 | -3 | 0 | 7 | -17 | 17 | -0.2 | 5
CC1=C[C@@H](C)[C@@H](c2ccccc2)OC1=O | -1 | -14 | -3 | 6 | 13 | 19 | 11 | -0.5 | 2
Cc1cc[n+]2cc(-c3cccc([N+](=O)[O-])c3)c(-c3cccc([N+](=O)[O-])c3)cc2c1 | 1 | -6 | -4 | -2 | -13 | -10 | -5 | -0.2 | -2
COc1ccc(Cl)cc1NC(=O)Cn1c(=O)n2nc(C)nc2c2ccccc21 | 0 | 15 | 3 | -2 | -8 | 3 | 17 | 1.8 | -1

Screens deposited in PubChem BioAssay by Sanford-Burnham Center for Chemical Genomics.

This is a subset, so the mix of outcomes need not match the whole.
